# FBW7 act – FBW7 E3 ligase activators, primary screen, biochemical, AlphaScreen, human; F-box/WD repeat-containing protein 7 (Homo sapiens), Q969H0; AlphaScreen FBW7–phospho-cyclin E peptide binding, activator screen; normalized activity (activation), % at 26.1 µM; hit rate 0.13% among 650,000; in the data active = normalized activity above about 1.9%;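 also: purified mutant Fbw7 with reduced substrate affinity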
# Target sequence (Q969H0 whole entry, looked up): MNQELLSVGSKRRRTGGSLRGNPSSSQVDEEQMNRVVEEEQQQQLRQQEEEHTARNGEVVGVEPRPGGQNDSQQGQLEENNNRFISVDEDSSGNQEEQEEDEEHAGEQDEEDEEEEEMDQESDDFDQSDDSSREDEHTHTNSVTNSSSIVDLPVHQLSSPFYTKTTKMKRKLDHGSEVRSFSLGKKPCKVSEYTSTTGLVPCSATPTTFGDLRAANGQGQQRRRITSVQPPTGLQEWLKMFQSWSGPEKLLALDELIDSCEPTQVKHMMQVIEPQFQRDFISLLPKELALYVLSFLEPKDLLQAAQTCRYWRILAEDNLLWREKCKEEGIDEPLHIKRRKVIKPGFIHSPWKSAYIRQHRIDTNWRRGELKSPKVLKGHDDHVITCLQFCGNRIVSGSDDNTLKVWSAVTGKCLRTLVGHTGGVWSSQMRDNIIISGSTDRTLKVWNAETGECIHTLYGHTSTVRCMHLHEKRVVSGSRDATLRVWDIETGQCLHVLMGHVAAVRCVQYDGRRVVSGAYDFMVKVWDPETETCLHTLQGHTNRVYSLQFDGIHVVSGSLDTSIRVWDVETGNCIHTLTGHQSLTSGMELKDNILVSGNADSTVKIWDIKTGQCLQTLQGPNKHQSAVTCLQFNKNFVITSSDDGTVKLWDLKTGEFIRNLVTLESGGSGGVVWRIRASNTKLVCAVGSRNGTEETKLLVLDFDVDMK
# TEAD-YAP inh – TEAD-YAP interaction inhibition, primary screen, TEAD-YAP interaction inhibitor project, luminescence, HEK-TIYL cells; AID 1259422, 2018; hit rate 1.4% among 640,000; TEAD-Gal4/YAP UAS-luciferase luminescence; inhibition, % at 9.12 µM; in the data active = inhibition above about 32%;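 also: 0% = median of test compound wells and 100% = reference inhibitor wells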
# MITF inh – MITF inhibitors, primary screen, biochemical, AlphaScreen, human; Microphthalmia-associated transcription factor (Homo sapiens), O75030; AlphaScreen MITF homodimerization, bead proximity signal; hit rate 0.91% among 650,000; AID 1259374, 2018; inhibition, % at 2.6 µM; in the data active = inhibition above about 50%;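 also: 0% = vehicle wells with protein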
# GPR151 activ – activators of human GPR151, primary screen, cell-based, PathHunter beta-arrestin, luminescence | activation, % at 11.2 µM | PathHunter beta-arrestin GPR151 cells | hit rate 1% among 650,000 | AID 1508602, 2020; in the data active = activation above about 4.9%;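 also: 0% = median of compound wells and 100% = cells with positive control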
# Target sequence (Q8TDV0 whole entry, looked up): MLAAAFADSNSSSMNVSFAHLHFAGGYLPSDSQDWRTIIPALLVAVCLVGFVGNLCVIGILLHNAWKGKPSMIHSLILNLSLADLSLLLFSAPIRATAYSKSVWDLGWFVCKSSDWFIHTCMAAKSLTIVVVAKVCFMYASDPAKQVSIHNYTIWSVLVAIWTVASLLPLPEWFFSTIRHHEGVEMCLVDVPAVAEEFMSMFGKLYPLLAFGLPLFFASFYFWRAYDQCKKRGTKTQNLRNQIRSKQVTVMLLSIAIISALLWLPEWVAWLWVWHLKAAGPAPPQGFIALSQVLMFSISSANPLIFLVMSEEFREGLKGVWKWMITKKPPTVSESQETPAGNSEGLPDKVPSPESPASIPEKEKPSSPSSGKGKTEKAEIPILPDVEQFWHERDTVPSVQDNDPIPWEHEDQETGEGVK
# Numbers without * were called inactive; x = not tested or not shown.
SMILES,FBW7 act,TEAD-YAP inh,MITF inh,GPR151 activ
OCCN1CCN(c2cc(-c3ccccc3F)nc(-c3ccncc3)n2)CC1,0.0,-12,6,-1.4
CC(C)CCN1CCN(Cc2ccc(O)c(Cl)c2)CC1CCO (stereo unspecified),0.3,5,19,-1.4
CCN(CC(=O)NCc1cccs1)C(=O)c1cc2c(s1)CCCC2,0.0,9,1,-2.3
Cc1cc(O)ccc1NC(=O)c1ccc2c(c1)C(=O)N(C)C2=O,0.0,4,-7,-0.4
O=C(Nn1cnnc1)c1cn(-c2ccccc2)nc1-c1ccncc1,0.1,5,-2,-1.6
COc1cc(/C=N/NC(=O)CCC(=O)Nc2ccc(C)cc2)cc(OC)c1OC,0.4,5,20,1.2
CC(C)(C)c1ccc(S(=O)(=O)NCc2ccc(C(=O)NCCc3ccccc3)cc2)cc1,-0.1,-16,8,0.6
Cc1ccc(S(=O)(=O)NCCO)cc1C(=O)O,-0.1,-2,-2,-1.5
CCOC(=O)CN(Cc1ccc(F)cc1)S(=O)(=O)c1ccc(C(C)C)cc1,0.6,10,17,-0.8
Cc1cc(C)nc(NC(=O)Nc2cccc(Cl)c2)n1,0.1,-28,14,-0.4
CCOC(=O)C(CC(C)C)N(Cc1cccc(Cl)c1)S(=O)(=O)c1ccc([N+](=O)[O-])cc1 (stereo unspecified),0.2,15,10,-1.0
COc1ccc(OCC(O)Cn2c3ccccc3c3ccccc32)cc1 (stereo unspecified),0.2,45*,-2,1.1
O=C(CC1C(=O)NCCN1Cc1ccc2ccccc2c1)NCCCn1cccn1 (stereo unspecified),0.1,-8,-1,5.9*
c1cc2cc(OC3CCNCC3)ccc2cn1,0.0,6,11,1.8
CC(C)CC(=O)Nc1ccc(OCC(=O)O)cc1,-0.1,7,3,0.4
CCOC(=O)C1=C(C)N=c2s/c(=C/c3ccc(-c4ccccc4C(=O)OC)o3)c(=O)n2C1c1ccccc1OC (stereo unspecified),0.0,5,8,0.6
CCOc1cc(C=O)cc(I)c1OCC(=O)O,-0.1,0,-1,0.7
O=C(O)CN1C(=O)c2ccc(F)cc2C1=O,0.1,2,1,1.2
N#Cc1cnc2c(-c3ccccc3)c(-c3ccccc3)nn2c1N,-0.1,-18,7,1.2
O=C(NC(=O)c1ccc2ccccc2c1)Nc1ccc(Cl)cc1,-0.1,-14,0,0.8
Cc1ccccc1-c1nnc2sc(NC(=O)c3ccccc3)nn12,0.0,-7,11,0.1
COc1ccc(S(=O)(=O)N(CCC#N)CCN2CCOCC2)cc1Br,0.6,2,-4,-1.5
COc1ccc(-c2occ(C(=O)O)c2C(=O)O)cc1,-0.1,-7,1,-2.0
CCOC(=O)NC(Nc1ccccc1F)(C(=O)OCC)C(F)(F)F (stereo unspecified),-0.1,1,-3,0.1
O=C(O)CCC(=O)N1N=C(c2cccs2)CC1c1ccc(F)cc1 (stereo unspecified),-0.2,2,6,1.0
CC(C)N(C)Cc1nnnn1CC(=O)NCC1CCCN(CCc2ccccc2)C1 (stereo unspecified),0.2,-7,8,-2.2
CC(C)N(CCNc1nc(Nc2cnccn2)nc2c1ncn2-c1ccsc1)C(C)C,0.1,39*,4,-0.9
O=P(O)(O)OC1C(O)C(OP(=O)(O)O)C(O)C(OP(=O)(O)O)C1O (stereo unspecified),x,x,-4,-0.9
O=c1oc2ccccc2cc1-c1nc(-c2ccc(F)cc2)cs1,0.1,7,3,-0.1
CCCc1cc(=O)oc2c(C)c(OC/C=C/c3ccccc3)ccc12,0.0,-1,12,-0.1
CNS(=O)(=O)c1cc(N(C)S(=O)(=O)c2ccc(C)cc2)c(C)cc1C,0.2,-1,18,1.9
Clc1ccc(OCc2nc3c4c5c(sc4ncn3n2)CCCCC5)cc1,-0.1,-12,-6,-2.0
COc1cc(NC(=S)NC2CCCC2)cc(OC)c1,0.2,5,-1,2.2
Cc1cccc(C)c1NC(=O)CSc1nnc(NCc2ccccc2)s1,-0.1,1,-11,-0.8
O=C(Cc1cccs1)N1CCC[C@@H](Cn2nc(-c3cccs3)ccc2=O)C1,0.0,16,-4,-0.1
COc1cc2c(cc1OC)C(C(=O)N1CCOCC1)C(c1ccccc1F)N(C)C2=O (stereo unspecified),0.1,4,10,-0.2
CCOC(=O)CC(=O)CSc1nc2c(sc(=S)n2-c2ccccc2)c(=O)n1-c1ccc(OC)cc1OC,-0.1,1,2,0.5
COc1ccc(/C(O)=C2\C(=O)C(=O)N(c3nnc(C)s3)C2c2ccc(Cl)c(Cl)c2)cc1 (stereo unspecified),0.1,-1,4,0.3
COCCNC(=O)CNC(=O)c1nn(-c2ccc(OC)cc2)c(=O)c2ccccc12,0.1,-3,8,-1.1
COC(=O)C1=C(N)Oc2cc(C)n(Cc3ccccc3)c(=O)c2C1c1cccc(OC)c1 (stereo unspecified),0.6,17,15,-0.3
COCCN(C(=O)c1csnn1)C(C(=O)NC1CCCCC1)c1ccc(Cl)cc1 (stereo unspecified),-0.1,-9,1,1.2
O=C(CCC1CCCC1)Nc1nccs1,0.1,-14,12,-2.0
CCn1c(-c2ccc(F)cc2)n[nH]c1=S,-0.1,2,7,-0.1
Cc1cc(C(=O)COC(=O)c2ccc([N+](=O)[O-])s2)c(C)n1CC1CCCO1 (stereo unspecified),-0.4,-3,6,-0.3
Nc1nc(SCC(=O)Nc2cc([N+](=O)[O-])ccc2Cl)n[nH]1,-0.1,10,12,-0.2
S=C(NCc1ccccc1)Nc1ccccn1,-0.1,1,-1,-0.9
COc1cc(/C=C2/C(=N)N3OC(C)=CC3=NC2=O)ccc1OCc1ccccc1[N+](=O)[O-],-0.2,-28,-4,-2.4
C=CCNC(=O)c1cc2c(=O)n3ccccc3nc2n(CCC)c1=N,0.1,9,11,-0.5
Cc1ccc2ncc(C(=O)N3CCN(c4ccccc4F)CC3)c(=O)n2c1,-0.1,-10,-4,0.8
CC(C)Cc1ccc(/C=C/C(=O)NC2CC2)cc1,-0.2,-56,-9,1.3
CC(=O)c1ccc(N2CCN(C(=O)C3CCN(C(=O)Nc4ccccc4)CC3)CC2)cc1,-0.1,0,-7,0.6
CCCc1nc(SCC(=O)NNC(=O)C2CCCCC2)c2ccccc2n1,0.0,11,12,1.1
COc1ccc(C2C(C(=O)N(C)c3ccc(C(C)C)cc3)c3ccccc3C(=O)N2C2CCCCC2)cc1 (stereo unspecified),0.1,9,1,0.9
CCOC(=O)c1[nH]c2ccc(OC)cc2c1NC(=O)OC,-0.1,-6,0,1.0
Oc1ccccc1N1CCN(c2nnnn2-c2ccccc2)CC1,0.2,3,8,1.3
Cc1cccc(N2N=C(C(=O)NNC(=O)c3cncn3-c3ccc(F)cc3)CCC2=O)c1,0.5,-2,-2,-0.8
CN(C)CCNC(=O)c1cn(Cc2ccc(F)cc2)nn1,0.5,5,-5,-0.9
O=C(NCCc1csc2nc(-c3ccc(Cl)cc3)nn12)c1ccc(Br)cc1,0.1,-11,-5,-0.1
Cc1ccc(CN(C(=O)c2ccc([N+](=O)[O-])cc2)C2CCS(=O)(=O)C2)o1 (stereo unspecified),0.0,6,8,-0.2
CCN(CC)c1nc2c(c(=O)n(C)c(=O)n2C)n1CC(=O)c1ccccc1,-0.2,8,10,0.1
# Later entries.
SMILES,FBW7 act,TEAD-YAP inh,MITF inh,GPR151 activ
Cc1ccc(Nc2ncc(C(=O)NCc3cccnc3)c3ccccc23)cc1Cl,-0.2,5,2,0.0
Cc1cc(CO)c(C)n1-c1ccc(F)c(Cl)c1,-0.2,3,-13,-3.0
Nc1ncc(-c2cccnc2)nc1-c1ccc(N2CCOCC2)cc1,0.1,-1,8,-0.9
CC(C)(C)C(=O)Nc1ccnn1C1CCN(CC2=CC[C@H]3C[C@@H]2C3(C)C)CC1,0.0,6,0,4.1
O=C(NC1(c2cccc(F)c2)CCCC1)c1ccc(S(=O)(=O)N2CCOCC2)cc1,0.1,5,-27,0.6
CC1CN(c2nnnn2-c2ccccc2)CC(C)O1 (stereo unspecified),0.6,-1,16,-0.7
CCn1c(SCC(=O)N2c3ccccc3CC2C)nnc1-c1ccncc1 (stereo unspecified),0.7,1,21,0.6
Cc1cccn2c(=O)c(/C=C3\SC(=S)N(C)C3=O)c(N3CCSCC3)nc12,1.0,3,26,0.3
COc1ccc(C(=O)N2CCN(c3ccc(OC)nn3)CC2)cc1,0.6,4,-22,0.5
Cc1ccc(C(=O)c2c(C)c(C)cc(C)c2C)cc1,0.2,7,-12,-0.4
O=C(Cn1[nH]c(=O)c2ccccc2c1=O)NC1CCN(Cc2ccccc2)CC1,0.2,10,13,-2.3
CCOC(=O)/C=C(\C)N1CCN(c2ccccc2)CC1,-0.1,9,-9,-0.4
CCCCCOC(=O)C(C)Sc1n[nH]c(=O)[nH]c1=O (stereo unspecified),0.0,5,6,-0.1
CC(=O)Oc1ccccc1/C=C1/SC(=S)N(C2CCS(=O)(=O)C2)C1=O (stereo unspecified),-0.1,-11,-1,1.0
Cc1cccc(N2C(=O)C3C(C2=O)C2(C)C=CC3(C)O2)c1 (stereo unspecified),0.0,9,10,0.9

# Arranged by length of the SMILES (lowest first): part of the list above.
SMILES,FBW7 act,TEAD-YAP inh,MITF inh,GPR151 activ
CC1CN(c2nnnn2-c2ccccc2)CC(C)O1 (stereo unspecified),0.6,-1,16,-0.7
Cc1cc(CO)c(C)n1-c1ccc(F)c(Cl)c1,-0.2,3,-13,-3.0
CCOC(=O)/C=C(\C)N1CCN(c2ccccc2)CC1,-0.1,9,-9,-0.4
CCCCCOC(=O)C(C)Sc1n[nH]c(=O)[nH]c1=O (stereo unspecified),0.0,5,6,-0.1
Nc1ncc(-c2cccnc2)nc1-c1ccc(N2CCOCC2)cc1,0.1,-1,8,-0.9
CCn1c(SCC(=O)N2c3ccccc3CC2C)nnc1-c1ccncc1 (stereo unspecified),0.7,1,21,0.6
Cc1cccc(N2C(=O)C3C(C2=O)C2(C)C=CC3(C)O2)c1 (stereo unspecified),0.0,9,10,0.9
Cc1ccc(Nc2ncc(C(=O)NCc3cccnc3)c3ccccc23)cc1Cl,-0.2,5,2,0.0
CC(=O)Oc1ccccc1/C=C1/SC(=S)N(C2CCS(=O)(=O)C2)C1=O (stereo unspecified),-0.1,-11,-1,1.0
Cc1cccn2c(=O)c(/C=C3\SC(=S)N(C)C3=O)c(N3CCSCC3)nc12,1.0,3,26,0.3
O=C(NC1(c2cccc(F)c2)CCCC1)c1ccc(S(=O)(=O)N2CCOCC2)cc1,0.1,5,-27,0.6
CC(C)(C)C(=O)Nc1ccnn1C1CCN(CC2=CC[C@H]3C[C@@H]2C3(C)C)CC1,0.0,6,0,4.1

# (more compounds)
SMILES,FBW7 act,TEAD-YAP inh,MITF inh,GPR151 activ
CSc1cccc(NC(=O)CC#N)c1,0.1,3,8,-0.4
Cc1nc(Cl)c(C(N)=O)c(C)c1Cl,0.1,0,10,0.6
CC1(C)N=C(N)N=C(N)N1c1cccc(C(F)(F)F)c1,0.7,1,4,-1.1
Fc1ccccc1-c1nc(Nc2ccc(Cl)cc2)c2ccccc2n1,-0.2,0,3,-1.5
CC1CCCN(S(=O)(=O)c2cc(C(=O)O)ccc2Cl)C1 (stereo unspecified),-0.1,8,-12,2.7
O=[N+]([O-])c1cccc(/C=N/NC(=S)NC2CCS(=O)(=O)C2)c1 (stereo unspecified),0.0,-5,10,-0.1
CCOC(=O)c1sc2nc(SCc3cc(F)cc4c3OCOC4)n(CCC3=CCCCC3)c(=O)c2c1C,0.1,3,3,0.5
O=C(N/N=C1\CCc2ccccc21)c1ccccc1Cl,0.5,0,16,-1.8
CCc1ccccc1Nc1nc(N)nc(COc2ncnc3sccc23)n1,0.0,-1,15,1.0
O=C1OC(c2ccc(Cl)cc2Cl)=N/C1=C\c1ccc(Cl)cc1Cl,0.1,2,-14,0.0
CCOc1ccccc1NC(=O)C1CCC(CNc2c(N3CCCCC3)c(=O)c2=O)CC1 (stereo unspecified),0.0,9,-8,-0.2
COc1ccccc1CNCC(=O)c1ccc(OC)c(OC)c1,-0.2,2,68*,-0.4
O=C(/C=C/c1ccc(Cl)cc1Cl)Nc1cc2c(ccc3ccccc32)oc1=O,0.0,7,3,0.5
COc1cc(C2NC(=O)NC(C)=C2C(=O)Nc2ccccc2)cc(Cl)c1OCC(=O)O (stereo unspecified),0.1,7,6,0.4
CCC(c1nnc(SCC(=O)Nc2ccc(C(C)=O)cc2)n1-c1ccccc1)N(C)C (stereo unspecified),0.1,7,-3,-1.8
CC(=O)c1c(OC(=O)c2ccccc2)ccnc1C(F)(F)F,-0.1,-2,0,0.9
COc1ccc(/C=N/Nc2nnc(-c3ccccc3)c(=O)[nH]2)cc1,0.0,0,2,0.6
Cc1ccc(NC(=O)c2cccnc2Cl)c(Br)c1,0.0,-18,10,1.7
Cc1cccc(Cn2c(SCc3c(F)cccc3Cl)nc3c2c(=O)[nH]c(=O)n3C)c1,0.1,-7,0,0.9
O=[N+]([O-])c1ccccc1OCCCNCc1ccco1,-0.1,10,39,1.3
Nc1nc(Cn2nnc(-c3ccccc3Cl)n2)nc(N2CCOCC2)n1,0.0,-3,2,1.1
CCC(=O)Nc1nc2nc(-c3ccccc3)cc(=O)n2[nH]1,0.0,6,-6,-1.1
Cc1ccccc1N1CCN(C(=O)C(C)N2C(=O)c3ccccc3C2=O)CC1 (stereo unspecified),-0.1,1,11,-0.8
Cc1c(C(=O)N2CCCCC2C)sc2ncnc(NCc3ccco3)c12 (stereo unspecified),0.0,4,-4,-0.9
S=C(c1cn(Cc2ccccc2Cl)c2ccccc12)N1CCCC1,-0.2,3,-7,-0.3

# Source: PubChem (The Scripps Research Institute Molecular Screening Center)
